# Screening data deposited in PubChem BioAssay by Sanford-Burnham Center for Chemical Genomics.
# STEP block: blocks human striatal-enriched tyrosine phosphatase. P54829. recombinant STEP, OMFP fluorogenic substrate, fluorescence. inhibition, % at 20 µM. 360,000 tested, 0.25% active. AID 588621;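 active = inhibition at 20 µM, scaled per plate between control wells, above about 37%, limit read from the data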;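 note: 0% = DMSO with enzyme and substrate and 100% = substrate only without enzyme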
#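 Material: STEP (striatal-enriched tyrosine phosphatase) enzyme, cell-free; Compound dosing: 20 µM single dose in 1% DMSO; Technique: fluorescence read at 480 nm ex / 540 nm em; Times: reaction 20 min, ambient temperature; Medium: 50 mM Bis-Tris pH 6.0 with 2.5 mM DTT and 0.005% Tween 20; Also added: OMFP at 25 µM.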
# DNMT1 inh: blocks human DNA methyltransferase DNMT1; DNMT1 molecular beacon, Hinp1I cleavage, fluorescence; AID 588458; P26358; 360,000 tested, 0.83% active; inhibition (reported as % activation of signal), % at 10 µM; in the data active = inhibition above about 50%
# Target sequence (P26358 504-1616 limits assumed): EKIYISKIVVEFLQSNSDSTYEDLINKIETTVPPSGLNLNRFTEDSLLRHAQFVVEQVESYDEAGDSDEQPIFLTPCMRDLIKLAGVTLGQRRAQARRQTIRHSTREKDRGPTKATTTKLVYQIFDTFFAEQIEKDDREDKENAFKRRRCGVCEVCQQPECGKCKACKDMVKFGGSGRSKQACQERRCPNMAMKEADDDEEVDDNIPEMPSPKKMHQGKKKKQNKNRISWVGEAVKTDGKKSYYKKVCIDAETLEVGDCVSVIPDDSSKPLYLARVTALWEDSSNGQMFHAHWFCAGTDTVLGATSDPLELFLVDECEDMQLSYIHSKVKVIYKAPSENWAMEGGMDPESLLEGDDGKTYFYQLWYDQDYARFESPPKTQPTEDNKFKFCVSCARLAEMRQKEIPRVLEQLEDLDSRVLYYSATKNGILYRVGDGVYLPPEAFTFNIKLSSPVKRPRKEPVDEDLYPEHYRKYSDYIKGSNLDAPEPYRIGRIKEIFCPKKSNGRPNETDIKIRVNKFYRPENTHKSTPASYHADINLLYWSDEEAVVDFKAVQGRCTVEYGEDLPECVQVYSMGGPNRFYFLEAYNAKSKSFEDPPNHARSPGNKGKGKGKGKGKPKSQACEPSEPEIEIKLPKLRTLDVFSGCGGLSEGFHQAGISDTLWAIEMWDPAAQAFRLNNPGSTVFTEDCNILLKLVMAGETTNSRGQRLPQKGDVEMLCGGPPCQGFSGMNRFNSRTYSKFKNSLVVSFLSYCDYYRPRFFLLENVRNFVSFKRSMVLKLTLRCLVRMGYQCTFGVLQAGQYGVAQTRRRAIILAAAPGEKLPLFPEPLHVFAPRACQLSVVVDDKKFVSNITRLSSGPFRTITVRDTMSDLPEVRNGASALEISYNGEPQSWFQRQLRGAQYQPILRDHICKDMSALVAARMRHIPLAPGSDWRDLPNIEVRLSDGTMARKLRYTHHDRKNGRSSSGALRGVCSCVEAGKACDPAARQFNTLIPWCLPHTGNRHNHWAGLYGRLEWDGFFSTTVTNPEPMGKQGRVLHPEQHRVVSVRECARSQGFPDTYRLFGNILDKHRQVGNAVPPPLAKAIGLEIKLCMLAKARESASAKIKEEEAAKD
# SKN-1 block: C. elegans SKN-1 inhibition; inhibition, % at 21.8 µM; C. elegans VP596 Pgst-4::GFP/RFP ratio, acrylamide-induced, 24 h; 360,000 tested, 0.49% active; AID 624304;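 active = interference check ratio from 0.5 to 1.5 plus GFP to RFP signal ratio inhibition reaching or exceeding a fixed threshold, cut at about 30% in these data, passing the limit was not always enough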; note: some compounds called inactive have numbers as strong as hits
# CendR NRP1 mod: alters CendR peptide binding to human NRP-1; FAM-RPARPAR peptide binding to NRP-1, fluorescence polarization; inhibition, % at 25 µM; 360,000 tested, 0.85% active;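 active = inhibition or corrected inhibition above about 18%, plus a signal ratio from 0.5 to 1.5, limit read from the data, passing the limit was not always enough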; note: strong numbers were not always called active
# MT1-MMP act inh: MT1-MMP (human) activation inhibition; P50281; HT1080 RFP-PRO-GFP cells, GFP/RFP ratio fluorescence, overnight; percent of plate control window, DMSO zero; GFP/RFP ratio change, % at 20 µM; 360,000 tested, 0.061% active;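 active = GFP/RFP ratio change of at least 30% with cell ATP level not reduced by more than half and red fluorescence within 50% of control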; note: strong numbers were not always called active
#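 Assay system: HT1080 RFP-PRO-GFP cells. Benchmarks: DMSO vehicle wells and RFP-L50D-GFP reporter cell wells. Times: overnight cell settling, then overnight compound exposure, 37 °C, 5% CO2. Compound: 20 µM single dose, 1% DMSO. Read-out basis: GFP/RFP fluorescence ratio.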
# Rpn11 inh: inhibitors of human proteasome Rpn11; O00487; human 26S proteasome, Ub4-pepOG fluorescence polarization; 20S core pre-blocked with epoxomicin; calls only at 20 µM; 360,000 tested, 0.59% active;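 active = inhibition at 20 µM, scaled to each plate's controls, above about 33%, limit read from the data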
# LMPTP inh: LMPTP (human) inhibition. P24666. inhibition, % at 20 µM. recombinant LMPTP-A, OMFP fluorogenic substrate, fluorescence intensity. 360,000 tested, 0.22% active. AID 651560;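 active = compounds that cut the enzyme signal by at least half of the control window in the single-dose screen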;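 note: plate controls were DMSO wells with enzyme plus substrate for no effect and substrate without enzyme for full effect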
#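 Test system: LMPTP-A phosphatase enzyme; input: 0.625 nM LMPTP-A final; reagent: OMFP substrate, 400 µM final; compound dosing: 20 µM single dose, 3% DMSO; incubation: 50 min dark incubation at room temperature; measured by: endpoint fluorescence intensity from OMFP dephosphorylation; measure: % inhibition relative to no-enzyme and uninhibited control wells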
# NadD block: NadD (S. aureus) enzyme inhibition; purified NadD enzyme, colorimetric absorbance read-out; inhibition, % at 20 µM; 360,000 tested, 0.78% active; AID 602399; in the data active = inhibition above about 26%; note: some compounds past the cut are filed as inactive
# SUMO1 PPI mod: alters human SUMO1 binding to SIM partners; inhibition, % at 20 µM; SUMO1 binding to a labelled peptide, TR-FRET, 1 h; 360,000 tested, 0.33% active; in the data active = inhibition above about 37%
# Scp1 inh: Scp-1 (human) phosphatase inhibition; inhibition, % at 20 µM; 340,000 tested, 0.88% active; Q9GZU7; Recombinant Scp1, phosphopeptide, malachite green phosphate absorbance;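 active = inhibition above about 50% at 20 µM, limit read from the data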;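 note: plate controls were DMSO wells with enzyme for no effect and wells lacking enzyme for full effect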
#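 assay system = SCP-1 phosphatase catalytic domain, residues 76-261 | buffer or medium = 50 mM Tris acetate pH 5.5, 0.005% Tween-20, 10 mM MgCl2 | incubation = enzyme reaction 45 min at room temperature, colour 5 min, stabilisation 30 min | signal = Phosphate-binding colour reagent, absorbance read at 630 nm | measure = % inhibition at 20 µM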
# * marks the source's active call; other numbers are inactive results; i = inactive; / = not tested or not shown. Compounds were not picked by outcome; 3.9% or so of the library scored in one or more.
smiles | MT1-MMP act inh | LMPTP inh | CendR NRP1 mod | SUMO1 PPI mod | Rpn11 inh | Scp1 inh | DNMT1 inh | SKN-1 block | STEP block | NadD block
Cc1ccc(CNC(=O)CN(C(=O)C2(C)CC(=O)N=C3C=CC=CN32)c2ccccc2F)cc1 (stereo not given) | -3 | -0.8 | -1 | 3 | i | -3 | 2 | 3 | 2 | 2
CCCN(CC(=O)Nc1ccccc1OC)C(=O)CCC(=O)c1ccc(F)cc1 | 2 | -8.6 | -5 | -11 | i | -3 | 12 | -1 | 0 | 1
OC(c1ccc2c(c1)OCO2)c1ncc(-c2ccccc2)[nH]1 (stereo not given) | 2 | -0.1 | 0 | -2 | i | / | 1 | -8 | -1 | -5
C[C@@H](NC(=O)c1ncn(Cc2ccccc2)c1C(=O)N[C@H](C)c1ccccc1)c1ccccc1 | -6 | 4.2 | 8 | -5 | i | -15 | -1 | -8 | 1 | -6
CCCC(=O)N1CCC1(C)C(=O)Nc1cc(-c2ccccc2)nn1C (stereo not given) | 0 | -0.7 | -2 | -6 | i | / | -6 | 2 | -4 | -5
COc1ccc(N2C(=O)CCC(C(=O)NCc3ccccn3)C2c2ccc(F)cc2)cc1 (stereo not given) | 0 | -0.9 | -4 | 5 | i | -1 | 5 | 3 | 1 | 5
COc1ccc(NC(=O)Nc2cccs2)cn1 | 4 | -0.7 | -7 | 3 | i | -11 | -11 | 4 | 0 | 3
CCNC(=S)NNC(=O)CCn1c2ccccc2c2ccccc21 | 1 | 1.4 | 1 | -1 | i | -5 | -2 | 21 | 2 | -5
COc1ccccc1Cn1c(=S)[nH]c2cc(C(=O)NCC3CCCO3)ccc2c1=O (stereo not given) | -5 | 0.6 | -10 | -2 | i | -7 | -1 | 7 | -2 | -5
CCCCNS(=O)(=O)NC(=O)C1=C(N2CCCC2)COC1=O | 1 | 0.8 | 4 | 2 | i | -2 | 4 | -4 | -2 | 0
COC(=O)c1ccc(NC(=O)c2cccc(Cl)c2)o1 | 7 | -1.1 | 2 | 0 | i | -15 | 3 | -17 | 3 | -3
O=C1C2CCCCN2C(=O)N1CCCCN1CCN(c2ccc(F)cc2)CC1 (stereo not given) | -6 | -1.3 | -3 | 14 | i | 4 | 2 | 17 | 0 | 5
CCCn1c(SCN2C(=O)c3ccccc3C2=O)nc2cc(Cl)ccc2c1=O | -7 | 2.1 | -10 | 15 | i | -13 | 0 | -5 | 5 | -8
CCNC(=S)NCc1ccc2[nH]c(C)cc2c1 | 4 | 2.6 | -2 | -17 | i | -7 | -8 | 14 | 0 | 5
O=C(Oc1cccc(-n2cnnn2)c1)c1ccccc1 | 1 | -1.0 | -8 | -2 | i | -5 | 1 | 2 | -2 | 1
COc1ccc(OC)c(NC(=O)COC(=O)CCNc2ccccc2OC)c1 | 2 | 0.6 | 15 | -3 | i | -7 | 0 | -5 | 0 | 0
COc1cccc(-c2nn(C)c3sc(C(=O)NCc4ccc(C)o4)cc23)c1 | -5 | 4.6 | 7 | 13 | i | -7 | -15 | 8 | -3 | -3
Cc1nonc1NC(=O)CSc1nnc(-c2ccoc2C)n1CC(C)C | 1 | -1.6 | 2 | 1 | i | -3 | 0 | -11 | -1 | -3
O=C1CN=C(Nc2cccc(C(F)(F)F)c2)N1C1CCCC1 | 3 | 0.7 | 3 | -1 | i | 6 | -1 | 4 | 1 | -4
COc1ccc(C(=O)OC2C(OC)OCC(O)C2O)cc1 (stereo not given) | 3 | -1.3 | -3 | 2 | i | -10 | 9 | 10 | 3 | -3
Cc1ccc(NC(=O)O/N=C2\CCCCC2c2ccc([N+](=O)[O-])cc2[N+](=O)[O-])cc1 (stereo not given) | -2 | 1.7 | 1 | -21 | i | 0 | -7 | 11 | 4 | 12
NC(=O)CN1C(=O)C2C3CCC(C3)C2C1=O (stereo not given) | -3 | -1.7 | -3 | 18 | i | / | 0 | 7 | -2 | 1
CCCNc1nc(=S)n(-c2ccccc2)c(C)c1C(C)=O | 5 | 9.3 | -4 | -3 | i | 3 | 13 | 7 | 4 | 5
O=C(O)c1ccc2[nH]c3c(c2c1)CSCC3 | -1 | -0.4 | -19 | 10 | i | -8 | -3 | 15 | -1 | -2
CC(C)(C)C(=O)Nc1nnc(SCc2cccc(F)c2)s1 | 2 | 0.2 | -3 | -2 | i | -5 | 0 | 10 | -4 | -11
CC1=Nc2ccccc2N=C(NC(=O)/C=C/C(=O)O)C1c1ccccc1 (stereo not given) | -3 | -1.2 | -7 | -3 | i | 0 | -5 | 5 | -1 | -5
COc1ccc([C@H]2CC(=O)C=C(c3cccc(C(C)C)c3)C2)cc1OC | -9 | 3.2 | 2 | -18 | i | -9 | 5 | 5 | 4 | -8
c1cncc(CSc2ccc(-c3cccnc3)nn2)c1 | 2 | -0.1 | 3 | 0 | i | 1 | -1 | -9 | 1 | -4
O=C(Cc1ccccc1)N1CCN(C(=O)c2ccc([N+](=O)[O-])cc2)CC1 | -1 | -2.1 | -5 | -21 | i | 1 | 1 | 4 | -2 | -3
N#Cc1cc2c(nc1SCC(=O)Nc1sc3c(c1C#N)CCC3)CCCC2 | -17 | 1.9 | 5 | 0 | i | 1 | 28 | -9 | -1 | 6

# Full records from above. Order of screens: MT1-MMP act inh | LMPTP inh | CendR NRP1 mod | SUMO1 PPI mod | Rpn11 inh | Scp1 inh | DNMT1 inh | SKN-1 block | STEP block | NadD block
# O=C1C2CCCCN2C(=O)N1CCCCN1CCN(c2ccc(F)cc2)CC1 (stereo not given) across the screens: -6 | -1.3 | -3 | 14 | i | 4 | 2 | 17 | 0 | 5
# COc1ccc([C@H]2CC(=O)C=C(c3cccc(C(C)C)c3)C2)cc1OC across the screens: -9 | 3.2 | 2 | -18 | i | -9 | 5 | 5 | 4 | -8

# Looked up above.
# Reading for `O=C(O)c1ccc2[nH]c3c(c2c1)CSCC3` under MT1-MMP act inh: -1
# Reading for `N#Cc1cc2c(nc1SCC(=O)Nc1sc3c(c1C#N)CCC3)CCCC2` under STEP block: -1
# Reading for `CCCn1c(SCN2C(=O)c3ccccc3C2=O)nc2cc(Cl)ccc2c1=O` under Scp1 inh: -13
# Reading for `CCNC(=S)NNC(=O)CCn1c2ccccc2c2ccccc21` under LMPTP inh: 1.4
# Reading for `CCCNc1nc(=S)n(-c2ccccc2)c(C)c1C(C)=O` under CendR NRP1 mod: -4
# Reading for `CCCC(=O)N1CCC1(C)C(=O)Nc1cc(-c2ccccc2)nn1C` (stereo not given) under MT1-MMP act inh: 0

# Next part:
smiles | MT1-MMP act inh | LMPTP inh | CendR NRP1 mod | SUMO1 PPI mod | Rpn11 inh | Scp1 inh | DNMT1 inh | SKN-1 block | STEP block | NadD block
COc1ccc(CN2CCN(Cc3ccccc3)C(CCO)C2)cc1OC (stereo not given) | 1 | -2.0 | -2 | 0 | i | -5 | -3 | -1 | -1 | 4
Cc1ccc(S(=O)(=O)N2CCC(=O)N([C@H](COCc3cccc(Cl)c3)Cc3ccccc3)CC2)cc1 | -2 | 7.5 | -4 | 2 | / | / | / | -3 | / | -4
COC(=O)c1sccc1S(=O)(=O)Nc1ccc(S(N)(=O)=O)cc1 | 6 | -0.8 | 3 | 2 | i | 0 | 1 | 4 | 3 | 4
CCOC(=O)c1cccc(NC(=O)c2cnc3ccccc3n2)c1 | 15 | 1.4 | 3 | -21 | i | -2 | -3 | -1 | 0 | -7
CCOc1ccc(CCNC(=O)COC(=O)COc2cc(C)cc(C)c2)cc1OCC | 0 | 0.0 | -5 | 4 | i | -4 | -3 | 4 | 1 | -6
CCOc1cccc2sc(Nc3nc4ccc(NC(C)=O)cc4s3)nc12 | -6 | 1.0 | 0 | 3 | i | -5 | -20 | 2 | -3 | 5
CCCCn1c(SCC(=O)Nc2cc(C(F)(F)F)cc(C(F)(F)F)c2)nnc1C(CC)N(C)C (stereo not given) | -1 | 0.5 | 20 | 0 | i | 5 | -1 | 8 | 2 | -4
Cc1cccc(NC(=O)CCSc2nc(C)cc(C)n2)c1 | 0 | 0.2 | 0 | 2 | i | 1 | -1 | 5 | 1 | 8
CCN(CC(=O)Nc1cc(Cl)ccc1C)C(=O)C1CCCCC1 | 4 | -2.5 | -10 | -12 | i | -9 | -2 | 8 | -5 | -11
CC(C)N1CCN(Cc2ccc(C#CC(C)(C)O)s2)CC1CCO (stereo not given) | 9 | 1.8 | 1 | -3 | i | 2 | 1 | -2 | -2 | 3
CN(C(=O)c1cccc(NC(=O)Cc2ccc(NC(=O)C3CCCN(C(=O)CCc4ccccc4)C3)cc2)c1)C1CCC1 (stereo not given) | 4 | -1.2 | -2 | 3 | i | 0 | -6 | 6 | 0 | 2
O=C(NCCN1CCOCC1)c1cn(CCc2ccccc2)nn1 | 4 | -0.1 | 5 | 0 | i | 3 | 2 | 4 | 3 | -3
O=C(COC(=O)/C=C/c1ccc(Cl)cc1)NC1CCS(=O)(=O)C1 (stereo not given) | 2 | -1.9 | -16 | -21 | i | / | -2 | -1 | 1 | -1
Cc1ccccc1-c1nc(CS(=O)(=O)CC(=O)NCc2ccc(F)cc2)c(C)o1 | 4 | -0.4 | 5 | 2 | i | -9 | -5 | -3 | 0 | -2
c1ccc(-c2ccc(OCCOCCn3cncn3)cc2)cc1 | 0 | -0.3 | 7 | 0 | i | -2 | 2 | 8 | 0 | -1
O=C(O)c1ccccc1Nc1ccc(OC(F)F)cc1 | 3 | -0.8 | 2 | 1 | i | -7 | -2 | -1 | 3 | 1
